GPR55 activation = GPR55 agonists via beta-arrestin recruitment, primary screen, imaging, U2OS cells, beta-arrestin-GFP redistribution (AID 1961). actives 0.048% (n = 290,000). G-protein coupled receptor 55 (Homo sapiens). one-dose activation, % at 10 µM; EC50 in µM for titrated hits. U2OS GPR55 beta-arrestin-GFP redistribution imaging; higher % means a stronger effect;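 active = activation above 40% with more than 50 cells counted in the well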;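 note: U2OS osteosarcoma cells stably expressing GPR55 and beta-arrestin-GFP; plate controls were DMSO negative control for no effect and LPI positive control for full effect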
NOD1 inhibition = NOD1 signaling inhibitors, primary screen, cell-based, luminescence, uHTS (AID 1578) | NOD1-driven NF-kB luciferase reporter cells, luminescence; higher % means a stronger effect | one-dose inhibition, % at 4 µM; EC50 in µM for titrated hits | actives 1% (n = 290,000); in the data active = inhibition mostly above about 36%, no sharp cut-off; inactive = mostly below about 34%;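 note: HEK-293T reporter cells stimulated with the NOD1 agonist gamma-tri-DAP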
KOR beta-arrestin-1 = KOR antagonists, beta-arrestin recruitment, cell-based, luminescence, uHTS (AID 1778); KOR beta-arrestin recruitment, luminescence, antagonist mode; higher % means a stronger effect; actives 0.091% (n = 290,000); inhibition, % at 10 µM; hits with a dose series show IC50 in µM; note: strong numbers were not always called active
GPR55 antagonists = GPR55 antagonists blocking LPI-driven arrestin recruitment, primary screen, imaging, U2OS, beta-arrestin-GFP, LPI agonist (AID 2013); actives 0.13% (n = 290,000); U2OS GPR55 beta-arrestin-GFP translocation imaging, LPI antagonism; higher % means a stronger effect; G-protein coupled receptor 55 (Homo sapiens); inhibition, % at 10 µM, or IC50 in µM where a hit was titrated;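 active = spots per cell inhibited over 60%, with over 100 cells counted and total cytoplasm intensity under 500,000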;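 note: U2OS cells stably carrying GPR55 and arrestin-GFP stimulated by 5 µM LPI near EC80; imaged beta-arrestin-GFP aggregate spots per cell after agonist stimulation; plate controls were LPI-stimulated DMSO wells for no effect and DMSO wells without LPI for full effect; some results filed as inactive read as strong as hits; confirmed hits need IC50 under 10 µM and bright autofluorescent wells are also inconclusive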
NOD2 inhibition = NOD2 signaling inhibitors, cell-based, luminescence, uHTS, HEK293 (AID 1566). HEK293 NOD2/NF-kB luciferase reporter, luminescence; higher % means a stronger effect. inhibition, % at 4 µM; hits with a dose series show EC50 in µM. actives 0.63% (n = 290,000); note: many of its hits are not listed in these tables
T cell HTS = modulators of CD8 T cell-vesicle binding, primary screen, mouse 2C CD8+ T cells, flow cytometry | 2C CD8+ T cell-vesicle binding; stronger effect = lower value | calls only at 7 µM | actives 0.068% (n = 330,000);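 active = response, share of CD8 T cells binding vesicles, and their 90th percentile fluorescence all below set limits, cut at about 80% in these data, passing the limit was not always enough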
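Material: murine 2C transgenic CD8+ T lymphocytes / Also added: QL9-peptide-loaded Drosophila micro-vesicles bearing Ld, ICAM-1 and B7-1 / Schedule: binding step 1.5 h, 37 °C, antibody labelling 20 min, ice / Signal: flow cytometry, PE anti-B7-1 (FL2) versus Alexa647 anti-CD8 (FL8), PFA-fixed / Evaluation: percent CD8+ FL2 mean versus row control / Benchmarks: naked versus QL9-loaded vesicles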
NTR1 ag = agonists of NTR1, primary screen, imaging, U2OS cells, beta-arrestin-GFP, high content (AID 493036); Neurotensin receptor type 1 (Homo sapiens), P30989; NTR1-U2OS beta-arrestin-GFP spot imaging, agonist mode; activation, % at 20 µM; actives 0.17% (n = 330,000);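 active = activation at or above 40% of the spot to cytoplasm intensity ratio, with at least 20 cells analyzed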;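 note: 0% = DMSO without peptide and 100% = 100 nM NTR1 peptide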
Target sequence (P30989 whole entry, looked up): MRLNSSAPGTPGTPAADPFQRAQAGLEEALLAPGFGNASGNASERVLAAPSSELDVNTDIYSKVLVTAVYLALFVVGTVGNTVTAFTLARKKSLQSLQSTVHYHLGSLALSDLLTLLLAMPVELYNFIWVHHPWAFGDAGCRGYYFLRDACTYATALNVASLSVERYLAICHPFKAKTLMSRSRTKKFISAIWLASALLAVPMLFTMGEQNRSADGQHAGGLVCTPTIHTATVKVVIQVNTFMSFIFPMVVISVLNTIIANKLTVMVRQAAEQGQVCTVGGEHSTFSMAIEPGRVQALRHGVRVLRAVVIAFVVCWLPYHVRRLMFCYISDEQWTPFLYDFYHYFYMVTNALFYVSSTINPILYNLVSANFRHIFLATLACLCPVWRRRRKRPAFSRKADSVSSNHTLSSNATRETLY
Myeloid diff 2 = induction of myeloid progenitor differentiation, primary screen, cell-based, flow cytometry, MLPCN library. calls only at 10 µM. AID 624256, 2012. actives 1% (n = 360,000). ER-HoxA9 myeloid progenitors, lysozyme-GFP differentiation;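 active = normalized GFP-positive differentiation at or above the plate's own cutoff, the solvent-only control mean plus 3 SD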;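 note: cells exposed to compound for four days before flow analysis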
KOR beta-arrestin-2 = KOR agonists, beta-arrestin recruitment, primary screen, cell-based, luminescence, uHTS (AID 1777) | Kappa-type opioid receptor (Homo sapiens) | KOR beta-arrestin recruitment, luminescence; higher % means a stronger effect | activation, % at 10 µM; hits with a dose series show EC50 in µM | actives 0.02% (n = 280,000); in the data active = activation above about 50%, passing the limit was not always enough; note: a part of the inactive calls stands beside numbers as strong as those of hits
T cell HTS vesicle-bound % = further read-out of T cell HTS, marked with its call; double positive events, %; measured here: CD8+ vesicle-bound cell fraction;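 binding gate set so that unloaded-vesicle control wells show 10% double positive cells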
NTR1 ag cell count 20 µM = second read-out of NTR1 ag, no call of its own (marks repeat the call); cell count; measured here: cell count, cytotoxicity flag
Myeloid diff 2 GFP+ MAC1+ % = second read-out of Myeloid diff 2, no call of its own (marks repeat the call); GFP+ MAC1+ double positive, %; measured here: differentiation confirmed by MAC1 staining
The depositor's hits bear a star; i = inactive; . = no result given; [ ] = remark or other dose. Cut-off read from the data, not from the text of the source, unless noted: active = inhibition above about 50%; inactive = the rest.

Value order – GPR55 activation | NOD1 inhibition | KOR beta-arrestin-1 | GPR55 antagonists | NOD2 inhibition | T cell HTS | T cell HTS vesicle-bound % | NTR1 ag | NTR1 ag cell count 20 µM | Myeloid diff 2 | Myeloid diff 2 GFP+ MAC1+ % | KOR beta-arrestin-2
COc1ccc(CC(C#N)(CO)c2nc3ccccc3[nH]2)cc1 (configuration not stated)
→ -0.1% | -14% | 44% | -4% | 18% | i | 17 | 4.2 | 65 | i | 0.3 | 0.8%
C=CCN1C(=O)NC2(CCCCC2)C1=O
→ -0.1% | -2% | 8% | 9% | 6% | i | 30 | -1.7 | 73 | i | 1.7 | 5.4%
C=CCOc1ccccc1CN1CCSCC1
→ 0.6% | -18% | -2% | 0% | 15% | i | 48 | -1.0 | 46 | i | 4.2 | 6.1%
Cc1ccc(C2=NN=C(NC(=O)CSc3nnc4c5ccccc5n(C)c4n3)SC2)cc1
→ 0.1% | -35% | -32% | -4% | 1% | i | 10 | 0.8 | 65 | i | 1.2 | 3.2%
Cn1c(=O)[nH]c(=O)c2c1nc(N1CCNCC1)n2Cc1cccc2ccccc12
→ -0.1% | -20% | 0% | 11% | -1% | i | 31 | 1.5 | 59 | i | 1.1 | -2.2%
Cc1nn(CC(=O)Nc2ccccc2)c(=O)c2ccccc12
→ -0.1% | -6% | -2% | 8% | 3% | i | 46 | 2.0 | 63 | i | 1.6 | 2.5%
CCOC(=O)C1=C(N)N(c2ccc(N3CCCCC3)cc2)C(=O)C1
→ 0.6% | -10% | -1% | -10% | -7% | i | 56 | 0.7 | 45 | i | 0.7 | -1.8%
CCn1ncc([N+](=O)[O-])c1C(=O)Nc1ccc(C)c(C)c1
→ 0.0% | 1% | -2% | -3% | 7% | i | 52 | -0.4 | 61 | i | 0.7 | -2.4%
Cc1occc1C(=O)NCCCc1ccccc1
→ -0.2% | -29% | 13% | -20% | -4% | i | 52 | -0.3 | 42 | i | 0.7 | -2.0%
Cn1c(=O)c2cc(S(=O)(=O)NCCC(=O)N3CC=C(c4ccccc4)CC3)ccc2n(C)c1=O
→ -0.1% | . | -3% | 7% | 19% | i | 54 | 1.5 | 67 | i | 5.8 | -0.8%
O=C(CSc1ccc2c(c1)OCCO2)Nc1ncc(Cl)cc1Cl
→ 0.0% | 0% | -37% | 10% | 4% | i | 35 | 0.4 | 68 | i | 8.1 | 2.1%
CCC(C(=O)N1CCN(c2ncccn2)CC1)c1ccccc1 (configuration not stated)
→ -0.1% | 4% | 38% | -9% | 13% | i | 45 | 0.3 | 65 | i | 0.5 | 1.2%
CCc1cccc(CC)c1NC(=S)NCc1nc2ccccc2[nH]1
→ -0.2% | -23% | 11% | -8% | -4% | i | 29 | -0.7 | 34 | i | 0.4 | 1.7%
O=C(NCC1CCN(Cc2ccc(F)cc2)CC1)C1CCCN(c2ncnc3c2nc2n3CCCCC2)C1 (configuration not stated)
→ 0.4% | -20% | -18% | 6% | 32% | i | 32 | 0.9 | 59 | i | 0.5 | 3.4%
COc1ccccc1OCc1ccc(C(=O)N2CCOCC2)o1
→ -0.5% | -11% | 9% | 8% | 11% | i | 33 | -0.9 | 68 | i | 1.2 | 4.3%
CN(C)CC(C)(C)CNC(=O)c1cc(Br)cc(Br)c1O
→ -0.6% | -21% | 9% | -8% | 17% | i | 17 | -0.2 | 51 | i | 0.0 | -4.8%
CCOC(=O)Cn1c(-c2ccc(Cl)nc2)nc2ccccc21
→ 0.4% | 7% | 20% | 8% | 4% | i | 36 | 2.6 | 65 | i | 1.8 | -4.3%
CCOC(=O)/C(=N\Nc1cccc(Cl)c1)Sc1nnc(-c2ccc(OC)cc2)n1C
→ 0.3% | 4% | 5% | -3% | 8% | i | 27 | 1.3 | 80 | i | 0.6 | 0.5%
CC(C)c1ccccc1OCCNC(=O)c1cccnc1
→ -0.4% | -23% | 4% | 6% | 14% | i | 46 | 0.5 | 74 | i | 0.3 | 0.6%
COc1ccc(N(C(=O)c2cnccn2)C(C(=O)NC2CCCCC2)c2cc(OC)c(OC)c(OC)c2)cc1 (configuration not stated)
→ 0.3% | -12% | -7% | -9% | -4% | i | 27 | -0.9 | 58 | i | 0.0 | 3.1%
Cc1ccccc1NC(=O)CCN1CCc2ccccc2C1
→ -0.1% | -21% | -6% | 6% | 9% | i | 7 | 0.0 | 56 | i | 0.7 | 1.1%
CN(Cc1nccn1C)C(=O)c1ccc2nc(Cc3ccccc3F)oc2c1
→ -0.2% | -66% | 29% | 12% | -16% | i | 40 | 0.3 | 65 | i | 1.0 | 5.2%
COC(=O)c1sccc1NC(=O)C1CCCCC1C(=O)O (configuration not stated)
→ 0.1% | 3% | -21% | 5% | 11% | i | 8 | 2.3 | 49 | i | 0.8 | -4.3%
C=CCc1cccc(/C=N/NC(=O)COc2ccc(-n3cnnn3)cc2)c1O
→ 0.2% | -5% | 48% | 10% | 24% | i | 34 | -1.8 | 57 | i | 1.3 | -2.1%
Brc1cccc2sc(N3CCCC3)nc12
→ 0.1% | -12% | 6% | 6% | -16% | i | 26 | 1.4 | 59 | i | 1.0 | -4.4%
CC1(C)Cc2c(c(N3CCOCC3)nc3sc4c(N5CCOCC5)nnnc4c23)CS1
→ -0.2% | 5% | 18% | 8% | 16% | i | 31 | 5.7 | 41 | . | . | -0.6%
CCCCOc1ccc(C(=O)OC2CC(C)N(C)CC2C)cc1 (configuration not stated)
→ -0.2% | -29% | 18% | 11% | 16% | i | 41 | -3.0 | 86 | i | 0.4 | -3.0%
O=C(COC(=O)Cc1cccs1)Nc1ccccc1Cl
→ -0.2% | -26% | 12% | -6% | 12% | i | 32 | 2.8 | 61 | i | 0.1 | -0.3%
CC(C)=CCN1CCN(C/C(Cl)=C/c2ccccc2)CC1CCO (configuration not stated)
→ 0.0% | 2% | 39% | 3% | 2% | i | 23 | 1.4 | 59 | i | 0.6 | 5.5%
CCSC(=Nc1ccccc1)Nc1ccccc1
→ -0.7% | -25% | 36% | -3% | 6% | i | 63 | -0.1 | 47 | i | 0.6 | -2.3%

Continued; it opens with the 4 that closed the last part.
Value order – GPR55 activation | NOD1 inhibition | KOR beta-arrestin-1 | GPR55 antagonists | NOD2 inhibition | T cell HTS | T cell HTS vesicle-bound % | NTR1 ag | NTR1 ag cell count 20 µM | Myeloid diff 2 | Myeloid diff 2 GFP+ MAC1+ % | KOR beta-arrestin-2
CCCCOc1ccc(C(=O)OC2CC(C)N(C)CC2C)cc1 (configuration not stated)
→ -0.2% | -29% | 18% | 11% | 16% | i | 41 | -3.0 | 86 | i | 0.4 | -3.0%
O=C(COC(=O)Cc1cccs1)Nc1ccccc1Cl
→ -0.2% | -26% | 12% | -6% | 12% | i | 32 | 2.8 | 61 | i | 0.1 | -0.3%
CC(C)=CCN1CCN(C/C(Cl)=C/c2ccccc2)CC1CCO (configuration not stated)
→ 0.0% | 2% | 39% | 3% | 2% | i | 23 | 1.4 | 59 | i | 0.6 | 5.5%
CCSC(=Nc1ccccc1)Nc1ccccc1
→ -0.7% | -25% | 36% | -3% | 6% | i | 63 | -0.1 | 47 | i | 0.6 | -2.3%
CCOCCc1nnc(NC(=O)Cc2ccccc2)s1
→ 0.0% | -24% | 30% | 5% | -8% | i | 56 | -0.5 | 63 | i | 3.1 | -2.0%
Cc1oc2ccccc2c1CNC(=O)N(C)C
→ -0.2% | 6% | 26% | -6% | 7% | i | 23 | -1.0 | 45 | i | 0.9 | 2.7%
Cc1ccc(CCP(=O)(O)CN2CCOCC2)cn1
→ -0.1% | -33% | 40% | 4% | -11% | i | 29 | -1.5 | 48 | i | 0.3 | -1.8%
CSc1cccc(NC(=O)C(C)C)c1
→ -0.1% | 21% | -72%[20 µM] | 1% | -10% | i | 26 | 0.9 | 58 | i | 0.1 | -1.7%
COC(=O)c1cccc(NC(=O)CCc2ccccc2)c1
→ -0.3% | -20% | 18% | 20% | -1% | i | 41 | 1.6 | 46 | i | 1.7 | 3.6%
O=C(O)/C=C/c1ccc2c(-c3ccccc3)onc2c1
→ -0.2% | -29% | 1% | -8% | 8% | i | 50 | -1.7 | 44 | i | 1.0 | 0.2%
CCCS(=O)(=O)N1CCN(S(=O)(=O)c2ccccc2[N+](=O)[O-])CC1
→ 0.2% | -16% | -11%[20 µM] | -8% | 10% | i | 54 | 0.4 | 50 | . | . | -3.6%
CCCC/C(C)=N/NC(=O)C(=O)NCCc1ccccc1
→ 0.6% | -12% | 6% | 0% | 0% | i | 33 | -2.0 | 26 | i | 2.5 | -1.3%
CC(=O)Nc1cccc(NC(=O)CSc2ncc(-c3ccccc3)[nH]2)c1
→ -0.2% | -16% | 12% | 4% | 10% | i | 21 | 1.8 | 43 | i | 0.9 | -6.2%
Cc1ccc(S(=O)(=O)N2CCC(C(=O)N[C@@H](C)C(=O)NC3CCCCC3)CC2)cc1
→ 0.1% | -3% | -23% | 7% | 14% | i | 41 | -0.1 | 83 | i | 0.3 | 13%
CC1CCN(Cc2c(C(=O)N/N=C/c3ccc(C(F)(F)F)cc3)nnn2-c2nonc2N)CC1
→ 0.4% | -17% | -1% | -11% | 0% | i | 29 | 2.9 | 48 | . | . | -4.5%
CC1(C)Cc2c(c(N3CCCC3)[nH]c(=S)c2C#N)CO1
→ 0.3% | 1% | -35% | 5% | -3% | i | 45 | -1.1 | 75 | . | . | 3.9%
Cc1ccc(OCC(=O)NCc2cccs2)cc1
→ -0.2% | -61% | -19% | -2% | -17% | i | 29 | -0.7 | 73 | i | 0.6 | 5.3%
Cc1ccc(-n2nc(-c3cccnc3)cc2C(=O)N2CCOCC2)c(C)c1
→ -0.1% | 4% | -20% | 22% | 18% | i | 66 | 1.1 | 59 | i | 1.0 | 3.1%

Screening data deposited in PubChem by several laboratories.

The list is partial (hit frequency here may not be typical).
